MBNL1 CUG block: blocks human MBNL1 binding to CUG repeat RNA | TR-FRET MBNL1-His/biotin-(CUG)12 binding, 665/545 ratio | Potency, µM (doses to about 57.5 µM), for the others: at the top dose activity change, negative = inhibition, usual class: inhibitors | 0.036% of 280,000 active | AID 2675; active = well fitted inhibition curve with a large enough effect in the signal ratio, with a control signal flat, not every such curve was filed as active; inconclusive = small, poorly fitted or top-dose-only effect, or effect the other way, or a change in a side signal; inactive = no such curve, though single readings can be large or run the other way; the % refers to the signal ratio; also: potency is read from the fitted curve at half-maximal effect; % is scaled to controls: 0 for no effect and ±100 for the full control effect
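His-tagged MBNL1 binding to biotinylated (CUG)12 RNA was measured by TR-FRET using terbium anti-His antibody (0.055 ng/ul final) and streptavidin-XL665 (5 nM final). Compounds were titrated 92 nM to 58 uM; 60 min at room temperature.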
TRPV1 agonist: human TRPV1 agonism; TRPV1-expressing cells, Fluo-8 calcium influx, agonist mode; activation, % at 8.33 µM; 0.19% of 320,000 active; in the data active = activation above about 80%; inconclusive = between about 30% and that limit; also: 0% is about no effect
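TRPV1-expressing cells were cultured overnight at 35.5C and loaded with Fluo-8 calcium dye for 40 to 90 min at room temperature. After a 10 s baseline, compound was added and calcium influx was read kinetically for 3 min (ex 480/em 520 nm).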
MLL CXXC-DNA inh: MLL CXXC-DNA interaction inhibition; MLL-CXXC / FITC-HOXA9 DNA fluorescence polarization; 0.037% of 290,000 active; AID 2662; Potency, µM (titrated, usually from 115 µM), for the others: top-dose activity change, negative = inhibition, actives largely listed as inhibitors; Q03164; active = well fitted inhibition curve with a large enough effect in the polarisation, with a control signal flat, not every such curve was filed as active; inconclusive = small, poorly fitted or top-dose-only effect, or effect the other way, or a change in a side signal; inactive = no such curve, though single readings can be large or run the other way; the % refers to the polarisation; also: potency is read from the fitted curve at half-maximal effect
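Steps: dispense CXXC domain solution (7 uM) → pin compounds or unlabeled HOX-A9 DNA control → 5 min ambient → add FLSN-HOX-A9 solution (50 nM) → spin → 30 min ambient → fluorescence polarization. Tris pH 7.5/NaCl/DTT/BSA buffer.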
a7 integrin act: activators of alpha7 integrin expression for muscular dystrophy. alpha7betagal myoblasts, beta-gal FDG fluorescence, 48 h. Potency, µM (titrated, usually from 38.3 µM), inactives show top-dose activation, actives largely listed as activators. 0.064% of 350,000 active;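 also: potency is read from the fitted curve at half-maximal effect; 100% = response of the positive control SU9516; nearly all actives have a fitted effect of over 60% in size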
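alpha7betagal+/- myoblasts (passage 13, 250/well) treated 48 h at 37C with compounds at 1:260 dilution of DMSO stock. Lysed, then beta-galactosidase activity read as FDG fluorescence (ex 480/em 540) after 30 min, with pre-read for autofluorescence.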
Coupling enz: counter-screen for Giardia aldolase inhibitors: coupling enzyme system; coupling enzyme system counterscreen, AmpLite Red fluorescence; activity change, negative = inhibition, % at 58.2 µM, hits read low; 0.67% of 290,000 active; AID 2472; in the data active = activity change below about -30%; also: % is scaled to controls: 0 for no effect and ±100 for the full control effect
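Counterscreen lacking aldolase: glyceraldehyde-3-phosphate coupling-enzyme reagent preincubated 10 min at RT with compound (at 57.5 uM final), then substrate/coupling system with AmpLite Red added; fluorescence read at 525/598 nm after 20 min RT.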
GALK inh: galactokinase (human) inhibition. 0.007% of 270,000 active. Purified GALK, Kinase-Glo residual ATP luminescence. AID 1868. P51570. Potency, µM (doses to about 57.5 µM), inactives show at the top dose activity change, negative = inhibition, hits mostly inhibitors; also: potency is read from the fitted curve at half-maximal effect; % is scaled to controls: 0 for no effect and ±100 for the full control effect
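Compounds were pin-transferred into ATP buffer (35 uM final), then GALK plus galactose (5 nM, 100 uM final) was added. After 1 h at room temperature, Kinase-Glo Plus was added and luminescence read after 10 min.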
A-T KAP1 phos: candidate therapy for ataxia-telangiectasia; […] A-T fibroblasts, KAP-1 phosphorylation AlphaLISA; neocarzinostatin DNA damage 30 min before lysis; Potency, µM (series often up to 57.5 µM), inactives show at the highest dose activation, usual class: activators; 0.19% of 320,000 active; AID 485349; also: potency is read from the fitted curve at half-maximal effect; % of control where 0% means no effect; nearly all actives have a fitted effect of over 45% in size
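hTERT-immortalized A-T patient fibroblasts ([…]), 500 cells/well in OPTI-MEM, 1% FBS, got compounds for 60 min, then NCS for 30 min at 37C. Lysates were then assayed for phospho-KAP-1 by AlphaLISA (anti-pKAP1 donor, anti-KAP1 acceptor beads), 6 hr at 25C.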
S-ASM inh: inhibitors of human secretory acid sphingomyelinase | placental ASM, HMU-PC fluorogenic substrate, 60 min | Potency, µM (highest dose often 57.5 µM), for the others: top-dose activity change, negative = inhibition, hits mostly inhibitors | 0.006% of 340,000 active; also: potency is read from the fitted curve at half-maximal effect
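HMU-PC0 cleavage (9 uM final) by human placental ASM, 60 min at 37 °C following 10 min compound exposure at RT; stopped at pH 10, fluorescence Ex 386/Em 447 nm.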
KCNH2 WT inh: inhibitors of human wildtype KCNH2 potassium channel; 0.37% of 340,000 active; activity change, % at 1.84 µM; U2OS, BacMam KCNH2, thallium flux FluxOr; hits give low values;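 active = maximum activity change below -70%; inconclusive = maximum activity change between -70% and -50%; inactive = maximum activity change above -50%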; also: % is scaled to controls: 0 for no effect and ±100 for the full control effect
Target sequence (Q12809 whole entry, looked up): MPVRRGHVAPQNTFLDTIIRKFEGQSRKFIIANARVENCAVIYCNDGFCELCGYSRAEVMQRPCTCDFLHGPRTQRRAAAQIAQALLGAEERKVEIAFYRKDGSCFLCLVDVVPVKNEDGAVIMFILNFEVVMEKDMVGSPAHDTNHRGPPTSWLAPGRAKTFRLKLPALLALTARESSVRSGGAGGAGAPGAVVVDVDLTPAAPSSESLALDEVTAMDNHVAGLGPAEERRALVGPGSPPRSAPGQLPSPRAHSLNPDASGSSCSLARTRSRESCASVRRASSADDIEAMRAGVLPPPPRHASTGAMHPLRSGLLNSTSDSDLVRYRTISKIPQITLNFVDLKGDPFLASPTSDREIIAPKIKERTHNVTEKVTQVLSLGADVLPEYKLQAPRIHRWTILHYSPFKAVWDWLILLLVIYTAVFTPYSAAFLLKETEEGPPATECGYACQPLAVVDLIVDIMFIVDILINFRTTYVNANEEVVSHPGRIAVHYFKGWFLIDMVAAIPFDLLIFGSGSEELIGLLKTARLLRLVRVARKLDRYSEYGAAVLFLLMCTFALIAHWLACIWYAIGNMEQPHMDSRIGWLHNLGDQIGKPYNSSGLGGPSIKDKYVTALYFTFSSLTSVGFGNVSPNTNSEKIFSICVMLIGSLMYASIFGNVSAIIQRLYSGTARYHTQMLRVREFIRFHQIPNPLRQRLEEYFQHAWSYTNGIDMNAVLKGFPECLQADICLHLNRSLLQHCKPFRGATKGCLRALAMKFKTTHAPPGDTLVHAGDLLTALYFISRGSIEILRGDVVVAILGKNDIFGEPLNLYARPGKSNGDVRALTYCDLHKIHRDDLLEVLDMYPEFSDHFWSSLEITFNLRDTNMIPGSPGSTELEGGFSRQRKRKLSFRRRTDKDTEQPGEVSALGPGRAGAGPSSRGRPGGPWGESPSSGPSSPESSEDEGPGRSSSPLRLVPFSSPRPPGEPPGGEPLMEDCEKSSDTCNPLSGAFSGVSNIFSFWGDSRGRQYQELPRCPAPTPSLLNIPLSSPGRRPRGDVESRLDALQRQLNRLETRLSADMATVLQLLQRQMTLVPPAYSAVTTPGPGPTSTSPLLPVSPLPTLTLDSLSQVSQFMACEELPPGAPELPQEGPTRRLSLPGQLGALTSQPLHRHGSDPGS
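U2OS cells transduced with wild-type KCNH2 virus are loaded with FluxOr dye for 45 min, and thallium flux is measured in kinetic reads before and after stimulation buffer. Rate constants are normalized to DMSO controls.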
KCNH2 3.1 block: inhibitors of human KCNH2 3.1 potassium channel isoform; U2OS KCNH2 3.1, thallium flux FluxOr; hits give low values; activity change, % (tested at about 1.8 µM); 0.95% of 340,000 active; AID 720553;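 active = maximum activity change below -70%; inconclusive = maximum activity change from -70% to -50%; inactive = maximum activity change above -50%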;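 also: thallium influx rate constant from kinetic fluorescence after stimulation buffer; % is scaled to controls: 0 for no effect and ±100 for the full control effect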
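Normalized rate constant (relative to positive and negative DMSO controls) derived from a 2 min kinetic fluorescence read after stimulation; U2OS cells expressing the 3.1 isoform via virus at 1.77 x 10^8 /mL.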
* hit, by the source's call; ? = inconclusive; nt = no result given; [ ] = another dose, or the depositor's remark. Unless noted, calls follow the shape of the dose curve; as a rule, active = well fitted curve in the direction sought with a large enough effect; inconclusive = small, poorly fitted or top-dose-only effect, or another doubt; inactive = no such curve, though single readings can be large; an effect the other way counts as inactive or inconclusive.

1: CC1(C)C(=O)OC(C(=O)c2ccc(C(C)(C)C)cc2)C(C)(C)C1=O (configuration not stated)
2: COc1cc(OC)c(NS(=O)(=O)c2cc3[nH]c(=O)c(=O)[nH]c3cc2C)cc1Cl
3: Cc1cc(C(=O)COc2ccccc2[N+](=O)[O-])c(C)n1-c1cccc(S(=O)(=O)N2CCOCC2)c1
4: Cc1csc(NC(=O)C2CCN(C(=O)CSc3nnc(C)n3Cc3ccccc3)CC2)n1
5: COc1cc2[nH]c(=O)n(Cc3ccc(C(=O)NCCCN4CCC(C)CC4)cc3)c(=O)c2cc1OC
6: CCNC(=S)N/N=C(\C)c1cccc([N+](=O)[O-])c1
7: COc1ccc(CSC2=CS(=O)(=O)c3ccccc3N2)cc1
8: O=C(c1cc2c(s1)-c1ccccc1OC2)N1CCc2ccccc2C1
assay / entry,1,2,3,4,5,6,7,8
MBNL1 CUG block,-4%,-8%,nt,-3%,-1%,?,2%,85%[activator]
TRPV1 agonist,16,3,2,-1,-3,0,1,?
MLL CXXC-DNA inh,0%,5%,6%,-5%,2%,2%,13%,3%
a7 integrin act,0%,-12%,-33%,0%[7.66 µM],-5%,29%,24%,-2%
Coupling enz,0,0,-2,5,0,4,0,1
GALK inh,-3%,8%,1%,-5%,1%,0%,0%,nt
A-T KAP1 phos,1%,-6%,2%,1%,nt,-8%,-1%,13%
S-ASM inh,-9%,-1%,-1%,2%,-3%,-1%,3%,134%[activator]
KCNH2 WT inh,14,-4,-13,3,-2,-8,-20,-9
KCNH2 3.1 block,2,1,-34,1,-4,nt,-4,5

9: O=C(CCC1CCCC1)Nc1ccc(Br)cn1
10: NC(=O)CSc1nnc(CSc2ncccn2)n1-c1ccccc1
11: CCn1c(-c2cc(C3CC3)nc3ccccc23)n[nH]c1=S
12: CC(=O)Nc1ccc(OC(=O)c2cc3ccccc3oc2=O)cc1
13: O=C(OCC(=O)N1CCc2ccccc2C1)c1ccc(Cl)c([N+](=O)[O-])c1
14: COC(=O)c1nnn(-c2nonc2N)c1CN1CCc2ccccc21
15: CN(C)c1ccc(NC(=O)CSc2nc3c(c(=O)[nH]2)CCCC3)cc1
16: COc1ccc(-c2nn(-c3ccccc3)cc2C(=O)N(C)CC(=O)Nc2ccccc2Br)cc1
assay / entry,9,10,11,12,13,14,15,16
MBNL1 CUG block,-10%,2%,5%,?,nt,-12%,3%,nt
TRPV1 agonist,?,2,3,-2,24,-2,-2,nt
MLL CXXC-DNA inh,7%,-5%,1%,-3%,nt,-3%,7%,nt
a7 integrin act,13%,11%,14%,4%,25%,-4%,-32%,-21%
Coupling enz,3,1,3,-1,nt,0,-10,nt
GALK inh,-4%,0%,1%,1%,nt,-5%,4%,nt
A-T KAP1 phos,0%,0%,-26%,-1%,-4%,2%,1%,nt
S-ASM inh,0%,-1%,-5%,2%,-3%,0%,-3%,-1%
KCNH2 WT inh,-1,8,2,4,14,?,10,-3
KCNH2 3.1 block,-4,nt,-22,-1,-5,18,-6,0

Structures shown so far that have bromine (two):
9: O=C(CCC1CCCC1)Nc1ccc(Br)cn1
16: COc1ccc(-c2nn(-c3ccccc3)cc2C(=O)N(C)CC(=O)Nc2ccccc2Br)cc1
assay / entry,9,16
MBNL1 CUG block,-10%,nt
TRPV1 agonist,?,nt
MLL CXXC-DNA inh,7%,nt
a7 integrin act,13%,-21%
Coupling enz,3,nt
GALK inh,-4%,nt
A-T KAP1 phos,0%,nt
S-ASM inh,0%,-1%
KCNH2 WT inh,-1,-3
KCNH2 3.1 block,-4,0

Further structures.
17: CC1OC(OC2C(Oc3c(-c4ccc(O)cc4)oc4cc(O)cc(O)c4c3=O)OC(COC3O[C@@H](C)[C@H](O)[C@@H](O)C3O)C(O)C2O)C(O)C(O)C1O (some centres not stated)
18: O=C(CN1C(=O)/C(=C/c2ccccc2F)SC1=S)NC1C=CS(=O)(=O)C1 (configuration not stated)
19: CC(CS(=O)(=O)c1ccc2c(c1)NC(=O)CS2)C(=O)NCc1ccccc1Cl (configuration not stated)
20: CC(C)CN1C(=O)C(=O)N(CC(=O)N(C)CC(=O)Nc2ccc(Cl)c(C(F)(F)F)c2)C1=O
21: O=C(O)CSc1ncccn1
22: CN(C(=O)CSc1nc2ccccc2c(=O)n1-c1ccccc1F)C1CCS(=O)(=O)C1 (configuration not stated)
23: Cn1c(CC(=O)Nc2ccc(Cl)c(Cl)c2)nnc1SCC(=O)Nc1nccs1
24: CCCc1nnc(SCC(=O)N2CCOCC2)n1CC1CCCO1 (configuration not stated)
assay / entry,17,18,19,20,21,22,23,24
MBNL1 CUG block,nt,15%,0%,nt,-8%,nt,-2%,7%
TRPV1 agonist,2,-2,9,0,1,nt,-1,-2
MLL CXXC-DNA inh,nt,7%,-10%,nt,3%,nt,33%[activator],0%
a7 integrin act,20%,-24%,10%,-34%[inhibitor],9%,-21%,5%[7.66 µM],-8%
Coupling enz,nt,-4,0,nt,-3,nt,4,0
GALK inh,nt,4%,11%,nt,5%,nt,-1%,-3%
A-T KAP1 phos,9%,-1%,6%,-4%,-2%,8%,-1%,-4%
S-ASM inh,-5%,-3%,-1%,-10%,-1%,10%,2%,1%
KCNH2 WT inh,-6,-1,-4,-16,14,-2,-4,-3
KCNH2 3.1 block,10,6,-16,12,14,3,-13,10

25: CCc1ccc(Nc2ccc(S(=O)(=O)N3CCOCC3)cc2[N+](=O)[O-])cc1
26: Cc1ccc(Sc2ccc(CN3CCCCC3)cc2[N+](=O)[O-])cc1
27: O=c1[nH]cc(S(=O)(=O)Nc2ccc3c(c2)OCO3)c(=O)[nH]1
28: CSc1oc(-c2ccco2)nc1S(=O)(=O)c1ccccc1
29: CCC(C(=O)NCC1CCCO1)N(Cc1ccc(F)cc1)C(=O)CNS(=O)(=O)c1ccccc1 (configuration not stated)
30: CC(=O)c1ccc(NC(=O)c2cnn3c(C(F)F)cc(C4CC4)nc23)cc1
31: CCCCNc1c(-c2ccc(-c3ccc(C(C)=O)cc3)c(OC)c2)nc2cc(C)ccn12
32: O=[N+]([O-])c1ccc2nn(Cc3ccccc3)cc2c1
assay / entry,25,26,27,28,29,30,31,32
MBNL1 CUG block,?,?,nt,1%,-6%,nt,nt,?
TRPV1 agonist,7,4,-4,nt,1,nt,nt,2
MLL CXXC-DNA inh,4%,35%,nt,-4%,2%,nt,nt,-7%
a7 integrin act,13%,6%,7%,-13%,11%,23%,-28%,-10%
Coupling enz,0,1,nt,0,1,nt,nt,1
GALK inh,0%,0%,nt,2%,-2%,nt,nt,3%
A-T KAP1 phos,-5%,-1%,2%,nt,1%,nt,22%,4%
S-ASM inh,-9%,-3%,-1%,-7%,3%,-3%,?,0%
KCNH2 WT inh,-9,-8,4,nt,-6,-2,-15,-6
KCNH2 3.1 block,2,10,-10,nt,20,12,-71*,-21

33: Cc1nn(CC(=O)NCCN2CCOCC2)c(=O)c2ccccc12
34: Cc1ccccc1NS(=O)(=O)c1ccc(OCC(=O)NCC2CCCO2)cc1 (configuration not stated)
35: CC(OC(=O)c1nsc(Cl)c1Cl)C(=O)NC1CCCCC1 (configuration not stated)
36: CC(/C=N/n1c(-c2cc(C)[nH]n2)n[nH]c1=S)=C\c1ccco1
37: CCN(CC)C(=N)/C(C#N)=N/Nc1ccc(C)cc1
38: Cn1c(SCc2ccc(Br)cc2)nc2ccccc2c1=O
39: CCOc1ccc(S(=O)(=O)N(C)c2ccc(OCC(=O)Nc3ccc4[nH]c(=O)[nH]c4c3)cc2)cc1
assay / entry,33,34,35,36,37,38,39
MBNL1 CUG block,7%,-6%,-8%,6%,16%,-1%,-7%
TRPV1 agonist,-1,1,-5,4,?,12,?
MLL CXXC-DNA inh,6%,-5%,1%,?,-7%,1%,3%
a7 integrin act,-7%,?,-51%[inhibitor],4%,0%,-10%,0%
Coupling enz,0,nt,7,0,-1,-1,3
GALK inh,0%,-1%,5%,4%,-1%,5%,5%
A-T KAP1 phos,5%,4%,21%,22%,-12%,6%,12%
S-ASM inh,-1%,0%,-2%,-6%,-11%,-16%,-12%
KCNH2 WT inh,10,-172*,-5,3,15,0,1
KCNH2 3.1 block,2,-184*,-10,18,0,19,-23

Screening results as filed in PubChem BioAssay.
